Screening results as filed in PubChem.
HTT cytoprotect – qHTS Multiplex Assay to Identify Dual Action Probes in a Cell Model of Huntington: Cytoprotection (ATP) | AID 1471, 2008 | PC12 HTT-Q103 induced, cytoprotection, ATP luminescence, 40 h | 230,000 tested, 0.14% active | Potency, µM (doses to about 56.4 µM), for the others: cytoprotection (ATP increase), most hits filed as activators;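 also: potency is read from the fitted curve at half-maximal effect; % of control where 0% means no effect; nearly all actives have a fitted effect of over 45% in size; toxic huntingtin expression switched on by the ecdysone agonist tebufenozide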
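Quantitative HTS on tebufenozide-induced (100 nM) PC12 cells expressing HTTQ103 exon 1–GFP; compounds tested as a concentration series; survival measured via cellular ATP.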
IMPase Li cell – qHTS Assay for Identifying the Cell-Membrane Permeable IMPase Inhibitors: Potentiation with Lithium | CHO-M1 cells, IP1 TR-FRET (IP-One), carbachol + lithium | Potency, µM (highest dose often 59.4 µM), inactives show at the highest dose activity, negative = IMPase inhibition, most hits filed as inhibitors | 210,000 tested, 0.35% active;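 also: IP1 builds up when IMPase is blocked and the TR-FRET signal falls; potency is read from the fitted curve at half-maximal effect; plate controls were basal vehicle for no effect and high inhibitor control for full effect; nearly all actives have a fitted effect of over 50% in size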
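IP1 accumulation measured by competitive TR-FRET in lysed CHO-M1 cells after 30 min compound exposure at 37C, with a small lithium addition to potentiate weak responses. Hill-equation AC50 from ratio and donor-channel data.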
CBFb RUNX1 block – qHTS Assay for Compounds Blocking the Interaction Between CBF-beta and RUNX1 for the Treatment of Acute Myeloid Leukemia. Runt-related transcription factor 1 (Homo sapiens) + Core-binding factor subunit beta …. AlphaScreen CBFb-His/RUNX1-biotin binding, biochemical. Potency, µM (series often up to 59.8 µM), for inactives: at the top dose activity, negative = inhibition, actives largely listed as inhibitors. 230,000 tested, under 10 active. AID 1477, 2009; also: % of control where 0% means no effect
Target sequence (Q01196 whole entry, looked up): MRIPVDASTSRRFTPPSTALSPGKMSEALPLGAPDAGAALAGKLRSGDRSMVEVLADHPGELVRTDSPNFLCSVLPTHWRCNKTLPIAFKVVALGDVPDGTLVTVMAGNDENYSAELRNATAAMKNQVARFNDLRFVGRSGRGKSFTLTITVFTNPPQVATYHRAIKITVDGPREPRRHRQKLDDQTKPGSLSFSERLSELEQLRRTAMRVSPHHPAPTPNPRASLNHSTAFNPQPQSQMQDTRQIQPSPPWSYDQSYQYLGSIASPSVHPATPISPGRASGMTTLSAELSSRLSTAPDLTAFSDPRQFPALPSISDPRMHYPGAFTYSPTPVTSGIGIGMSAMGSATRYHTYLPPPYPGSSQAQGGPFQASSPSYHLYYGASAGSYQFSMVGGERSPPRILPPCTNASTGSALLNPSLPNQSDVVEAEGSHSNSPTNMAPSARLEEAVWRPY
Target sequence (Q13951 whole entry, looked up): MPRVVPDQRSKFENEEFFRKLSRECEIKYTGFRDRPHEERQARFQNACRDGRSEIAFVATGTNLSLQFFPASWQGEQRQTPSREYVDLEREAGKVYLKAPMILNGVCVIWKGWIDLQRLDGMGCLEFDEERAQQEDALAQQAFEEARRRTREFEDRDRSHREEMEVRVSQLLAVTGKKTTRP
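Inhibition was taken as any reduction in AlphaScreen signal from the CBF-beta–RUNX1 pair (His and biotin tags, 30 nM each), measured after compound (15 min) and bead (90 min) incubations at room temperature.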
LMNA splice mod – qHTS Assay for Modulators of Lamin A Splicing. HeLa LMNA splicing GFP/RFP minigene ratio, 48 h. Potency, µM (doses to about 46.1 µM), without a hit: at the top dose ratio change, negative = inhibition, usual class: inhibitors. 200,000 tested, 0.01% active; active = well fitted inhibition curve with a large enough effect in the signal ratio, with a control signal flat, not every such curve was filed as active; inconclusive = small, poorly fitted or top-dose-only effect, or effect the other way, or a change in a side signal; the % refers to the signal ratio; also: potency is read from the fitted curve at half-maximal effect; % is scaled to controls: 0 for no effect and ±100 for the full control effect
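S3 HeLa cells stably expressing lamin A-EGFP splicing minigene plus DsRed2, 600 cells/well, 48 h compound exposure at 37C. Laser-scanning cytometry; analysed as GFP (500-530 nm)/RFP (575-640 nm) total intensity ratio; 0.5% DMSO vehicle.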
KinaseGlo FLuc – Counterscreen for Luciferase (Kinase-Glo TM) Inhibition; Luciferin 4-monooxygenase (Photuris pensylvanica), Q27757; Kinase-Glo luciferase, ATP luminescence, 8 min; Potency, µM (doses to about 38.3 µM), for inactives: at the top dose activity change, negative = inhibition, actives largely listed as inhibitors; 200,000 tested, 0.28% active; AID 1379, 2008; also: potency is read from the fitted curve at half-maximal effect; % is scaled to controls: 0 for no effect and ±100 for the full control effect; nearly all actives have a fitted effect of over 60% in size
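Substrate mix (final 50 mM imidazole pH 7.2, 50 mM KCl, 7 mM MgCl2, 10 uM ATP, 0.01% Tween 20, 0.05% BSA) plus pin-tool compound, then Kinase-Glo detection mix; 8 min ambient, luminescence read.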
HttQ103 aggreg – qHTS Multiplex Assay to Identify Dual Action Probes in a Cell Model of Huntington: Aggregate Formation (GFP) | AID 1688, 2009 | 220,000 tested, 1.1% active | Potency, µM (series often up to 46.1 µM), inactives show at the highest dose activity change, negative = inhibition, usual class: inhibitors | PC12 HttQ103-GFP aggregates, Acumen cytometry, 40 h; also: potency is read from the fitted curve at half-maximal effect; % is scaled to controls: 0 for no effect and ±100 for the full control effect; nearly all actives have a fitted effect of over 60% in size
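Using laser scanning cytometry, GFP-positive aggregates were counted after lysis of PC12 cells induced with 100 nM tebufenozide to express HTT exon 1 Q103–GFP. Compounds were tested in titration.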
SMN2 splice up – qHTS Assay for Enhancers of SMN2 Splice Variant Expression. HEK293 SMN2-luciferase splicing reporter, luminescence, 30-36 h. Potency, µM (highest dose often 46.1 µM), for inactives: at the top dose activity change, positive = activation, hits mostly activators. 210,000 tested, 2.8% active. AID 1458, 2008; also: potency is read from the fitted curve at half-maximal effect; % of control where 0% means no effect; nearly all actives have a fitted effect of over 55% in size
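HEK293 cells carry an SMN2 minigene-luciferase reporter in which exon 7 inclusion puts luciferase in frame. Cells were seeded at 2000 cells/well, attached for 10-12 hours, then exposed to compounds for 30-36 hours at 37C before ONE-Glo luminescence.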
Active calls of the source: *; ? = inconclusive; . = no result given; & = joins results of further samples; [ ] = dose if it differs, or a comment. Unless noted, calls follow the shape of the dose curve; as a rule, active = well fitted curve in the direction sought with a large enough effect; inconclusive = small, poorly fitted or top-dose-only effect, or another doubt; inactive = no such curve, though single readings can be large; an effect the other way counts as inactive or inconclusive.

[1] COC(=O)C(Cc1ccc(OC(=O)c2ccc(C(F)(F)F)cc2)cc1)N1Cc2ccccc2C1=O (centres undefined)
[2] CCOc1ccc(C(=O)Nc2ccc(Cl)cn2)cc1Cl
[3] Cc1cc(C)nc(NS(=O)(=O)c2ccc(NC(=S)NC(=O)C(C)(C)C)cc2)n1
[4] CCC(=O)Nc1ccc(C(=O)NCc2ccccn2)cc1
[5] COC(=O)CCCC1=CC2=C(c3ccccc3)C(=O)C(C)(OC(=O)C3CCCC3)C(=O)C2=CN1CC1CC1 (centres undefined)
[6] O=C(NC1CCCC1)C(c1ccc(Cl)cc1)N1CCc2ccccc21 (centres undefined)
[7] O=C(CSc1ccccc1)N1CCC(N2CCC(C(=O)N3CCCC3)CC2)CC1
[8] CC(C)C(c1nnnn1C1CCCC1)N1c2ccccc2CC1C (centres undefined)

Screen / compound no.	1	2	3	4	5	6	7	8
HTT cytoprotect	-24%	-21%	-2%	-1%	4%&10%[10 µM]	-10%	-33%	6%[10 µM]
IMPase Li cell	19%[38.3 µM]	0%[38.3 µM]	22%[38.3 µM]	4%	10%	2%[38.3 µM]	10%	10%
CBFb RUNX1 block	8%	-4%	-2%	0%	6%[13.1 µM]	0%	15%	-2%
LMNA splice mod	10%	8%	3%	?	-17%[9.22 µM]	-2%	.	?
KinaseGlo FLuc	-1%	1%	-3%	-2%	-3%[7.66 µM]	1%	1%	5%
HttQ103 aggreg	-8%	6%	18%	-2%[9.22 µM]	-16%[9.22 µM]	-1%	-8%	-8%
SMN2 splice up	?	?	-6%	0%	-11%[9.22 µM]	5%	.	-65%[inhibitor]

At a glance, 2 of the compounds above:
[7] O=C(CSc1ccccc1)N1CCC(N2CCC(C(=O)N3CCCC3)CC2)CC1
[8] CC(C)C(c1nnnn1C1CCCC1)N1c2ccccc2CC1C (centres undefined)

Screen / compound no.	7	8
HTT cytoprotect	-33%	6%[10 µM]
IMPase Li cell	10%	10%
CBFb RUNX1 block	15%	-2%
LMNA splice mod	.	?
KinaseGlo FLuc	1%	5%
HttQ103 aggreg	-8%	-8%
SMN2 splice up	.	-65%[inhibitor]

Further compounds.
[9] Cc1oc2cc3c(C(=O)N4CCCCC4)c(C)oc3cc2c1C(=O)N1CCCCC1
[10] CCOc1nc(-c2ccccc2)ccc1-c1noc(COC)n1
[11] O=C1c2ccccc2NC2(CCCC2)N1N=C1CCCC1
[12] O=C(Nc1ccccc1Cl)C1CCCN(S(=O)(=O)c2ccc(F)cc2)C1 (centres undefined)
[13] COc1ccc(N2CCN(C(=O)CCc3nc(-c4ccc(C)cc4)no3)CC2)cc1
[14] O=C(Nc1ccc2nc(-c3ccccn3)[nH]c2c1)C1CCCCC1
[15] N#Cc1ncc(C(F)(F)F)cc1Sc1ccccc1N
[16] Cc1c(Br)ccc(NC(=O)COc2ccccc2C(N)=O)c1C

Screen / compound no.	9	10	11	12	13	14	15	16
HTT cytoprotect	5%	11%[10 µM]	-8%	8%	7%[10 µM]	-8%[10 µM]	15%	-37%
IMPase Li cell	-12%[38.3 µM]	7%	-1%	15%[38.3 µM]	15%[38.3 µM]	3%	50%[activator][38.3 µM]	3%
CBFb RUNX1 block	-3%	?	2%	-1%	-4%	-18%	14%	-2%
LMNA splice mod	?	-22%	-11%[46 µM]	-20%	-24%	-5%	7%	-40%[46 µM]
KinaseGlo FLuc	-4%	2%	-5%	0%	-1%	-4%	-4%	2%
HttQ103 aggreg	4%	?	21%	-16%	-25%	4%	5%	16%[9.22 µM]
SMN2 splice up	-36%[inhibitor]	-11%	-6%	17%	-18%	11µM*	?	-2%

[17] COc1ccc(CNC(=O)c2cc(-c3ccccc3O)n[nH]2)cc1
[18] COc1cccc(OCCCCN2CCCCC2)c1
[19] COC(=O)C1=C(C)n2cnnc2NC1c1ccc(Cl)cc1 (centres undefined)
[20] COc1ccccc1NC(=O)Cn1nc(-c2ccc(Cl)cc2)c2ccccc2c1=O
[21] CCNC(=O)NC(=O)CSc1ccc2ccccc2c1
[22] CCCCC(=O)Nc1ccc(C(=O)Nc2ccc(S(=O)(=O)Nc3ccc(C)cc3)cc2)cc1
[23] Cc1[nH]c2ccc(C(=O)NCC(C)(C)N3CCOCC3)cc2c1C
[24] CC(C)c1nnc(N2C(=O)C(O)=C(C(=O)c3cccs3)C2c2ccccc2)s1 (centres undefined)
[25] COCCN1C(=O)N[C@@H](c2ccccc2)[C@H](C(C)=O)[C@H]1C

Screen / compound no.	17	18	19	20	21	22	23	24	25
HTT cytoprotect	0%	14%[10 µM]	-3%	-4%	7%	-14%[10 µM]	-31%[inhibitor]	-12%	0%[10 µM]
IMPase Li cell	12%[38.3 µM]	25%[38.3 µM]	26%[38.3 µM]	52%[activator][38.3 µM]	-3%	-3%	9%	?	-9%
CBFb RUNX1 block	1%	12%	7%	5%	13%	15%	5%	-22%	-6%[13.1 µM]
LMNA splice mod	-13%	-8%	-8%	?	-19%[46 µM]	-11%	-23%[46 µM]	?	-6%[9.22 µM]
KinaseGlo FLuc	-3%	-5%	3%	-1%	5%	-1%	2%	1%	-5%[7.66 µM]
HttQ103 aggreg	-11%	-8%	-17%	3%	19%	-8%	4%	10%	.
SMN2 splice up	10%	15%	-3%	-5%	-14%	-5%	6%	?	6%[9.22 µM]

Ten entries from above, sorted by molar mass, rising.
[18] COc1cccc(OCCCCN2CCCCC2)c1
[21] CCNC(=O)NC(=O)CSc1ccc2ccccc2c1
[25] COCCN1C(=O)N[C@@H](c2ccccc2)[C@H](C(C)=O)[C@H]1C
[15] N#Cc1ncc(C(F)(F)F)cc1Sc1ccccc1N
[14] O=C(Nc1ccc2nc(-c3ccccn3)[nH]c2c1)C1CCCCC1
[17] COc1ccc(CNC(=O)c2cc(-c3ccccc3O)n[nH]2)cc1
[23] Cc1[nH]c2ccc(C(=O)NCC(C)(C)N3CCOCC3)cc2c1C
[13] COc1ccc(N2CCN(C(=O)CCc3nc(-c4ccc(C)cc4)no3)CC2)cc1
[24] CC(C)c1nnc(N2C(=O)C(O)=C(C(=O)c3cccs3)C2c2ccccc2)s1 (centres undefined)
[22] CCCCC(=O)Nc1ccc(C(=O)Nc2ccc(S(=O)(=O)Nc3ccc(C)cc3)cc2)cc1

Screen / compound no.	18	21	25	15	14	17	23	13	24	22
HTT cytoprotect	14%[10 µM]	7%	0%[10 µM]	15%	-8%[10 µM]	0%	-31%[inhibitor]	7%[10 µM]	-12%	-14%[10 µM]
IMPase Li cell	25%[38.3 µM]	-3%	-9%	50%[activator][38.3 µM]	3%	12%[38.3 µM]	9%	15%[38.3 µM]	?	-3%
CBFb RUNX1 block	12%	13%	-6%[13.1 µM]	14%	-18%	1%	5%	-4%	-22%	15%
LMNA splice mod	-8%	-19%[46 µM]	-6%[9.22 µM]	7%	-5%	-13%	-23%[46 µM]	-24%	?	-11%
KinaseGlo FLuc	-5%	5%	-5%[7.66 µM]	-4%	-4%	-3%	2%	-1%	1%	-1%
HttQ103 aggreg	-8%	19%	.	5%	4%	-11%	4%	-25%	10%	-8%
SMN2 splice up	15%	-14%	6%[9.22 µM]	?	11µM*	10%	6%	-18%	?	-5%
